Compound activity as filed in PubChem BioAssay.
PABP1 MLLE inh – inhibitors of PABP1 MLLE–PAM2 peptide binding, primary screen, biochemical, fluorescence polarization, FITC-PAM2, GST-MLLE; inhibition, % at 20 µM; hit rate 0.36% among 360,000; AID 588489, 2011; Polyadenylate-binding protein 1 (Homo sapiens), P11940; in the data active = inhibition above about 35%, passing the limit was not always enough;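 note: plate controls were DMSO wells with GST-MLLE for no effect and wells lacking GST-MLLE protein for full effect; some results filed as inactive read as strong as hits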
MsrA act – bovine MsrA enzyme activators, primary screen, biochemical, absorbance, HTS | Methionine sulfoxide reductase A (Bos taurus) | purified bovine MsrA, absorbance read-out | activation, % at 10.6 µM | hit rate 0.3% among 360,000 | AID 602163, 2012; in the data active = activation above about 7.5%;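 note: 0% = vehicle and 100% = reference activator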
MT1-MMP act inh – blockers of MT1-MMP proenzyme processing, primary screen, HT1080 RFP-PRO-GFP cells, GFP/RFP fluorescence | GFP/RFP ratio change, % at 20 µM | GFP/RFP ratio fluorescence, overnight; percent of plate control window, DMSO zero | hit rate 0.061% among 360,000 | Matrix metalloproteinase-14 (Homo sapiens), P50281;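 active = GFP/RFP ratio change of at least 30% with cell ATP level not reduced by more than half and red fluorescence within 50% of control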; note: strong numbers were not always called active
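Assay system: HT1080 RFP-PRO-GFP cells. Benchmarks: DMSO vehicle wells and RFP-L50D-GFP reporter cell wells. Times: overnight cell settling, then overnight compound exposure, 37 °C, 5% CO2. Compound: 20 µM single dose, 1% DMSO. Read-out basis: GFP/RFP fluorescence ratio.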
Rpn11 inh – Rpn11 (PSMD14) deubiquitinase inhibitors, primary screen, biochemical, fluorescence polarization, uHTS; 26S proteasome non-ATPase regulatory subunit 14 (Homo sapiens), O00487; human 26S proteasome, Ub4-pepOG fluorescence polarization; 20S core pre-blocked with epoxomicin; calls only at 20 µM; hit rate 0.59% among 360,000;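 active = inhibition at 20 µM, scaled to each plate's controls, above about 33%, limit read from the data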
FAS TE block – FAS thioesterase domain inhibitors, primary screen, biochemical, fluorescence intensity, uHTS; Fatty acid synthase (Homo sapiens), P49327; recombinant FAS-TE, OMFH fluorogenic substrate, fluorescence endpoint; hit rate 0.67% among 360,000; AID 602261, 2012; inhibition, % at 15 µM;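 active = compounds whose normalised, plate-corrected inhibition of enzyme fluorescence in the single-dose primary screen is 50% or more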;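 note: 0% = DMSO with enzyme and 100% = substrate without enzyme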
Target sequence (P49327 whole entry, looked up, the tested form may be a part): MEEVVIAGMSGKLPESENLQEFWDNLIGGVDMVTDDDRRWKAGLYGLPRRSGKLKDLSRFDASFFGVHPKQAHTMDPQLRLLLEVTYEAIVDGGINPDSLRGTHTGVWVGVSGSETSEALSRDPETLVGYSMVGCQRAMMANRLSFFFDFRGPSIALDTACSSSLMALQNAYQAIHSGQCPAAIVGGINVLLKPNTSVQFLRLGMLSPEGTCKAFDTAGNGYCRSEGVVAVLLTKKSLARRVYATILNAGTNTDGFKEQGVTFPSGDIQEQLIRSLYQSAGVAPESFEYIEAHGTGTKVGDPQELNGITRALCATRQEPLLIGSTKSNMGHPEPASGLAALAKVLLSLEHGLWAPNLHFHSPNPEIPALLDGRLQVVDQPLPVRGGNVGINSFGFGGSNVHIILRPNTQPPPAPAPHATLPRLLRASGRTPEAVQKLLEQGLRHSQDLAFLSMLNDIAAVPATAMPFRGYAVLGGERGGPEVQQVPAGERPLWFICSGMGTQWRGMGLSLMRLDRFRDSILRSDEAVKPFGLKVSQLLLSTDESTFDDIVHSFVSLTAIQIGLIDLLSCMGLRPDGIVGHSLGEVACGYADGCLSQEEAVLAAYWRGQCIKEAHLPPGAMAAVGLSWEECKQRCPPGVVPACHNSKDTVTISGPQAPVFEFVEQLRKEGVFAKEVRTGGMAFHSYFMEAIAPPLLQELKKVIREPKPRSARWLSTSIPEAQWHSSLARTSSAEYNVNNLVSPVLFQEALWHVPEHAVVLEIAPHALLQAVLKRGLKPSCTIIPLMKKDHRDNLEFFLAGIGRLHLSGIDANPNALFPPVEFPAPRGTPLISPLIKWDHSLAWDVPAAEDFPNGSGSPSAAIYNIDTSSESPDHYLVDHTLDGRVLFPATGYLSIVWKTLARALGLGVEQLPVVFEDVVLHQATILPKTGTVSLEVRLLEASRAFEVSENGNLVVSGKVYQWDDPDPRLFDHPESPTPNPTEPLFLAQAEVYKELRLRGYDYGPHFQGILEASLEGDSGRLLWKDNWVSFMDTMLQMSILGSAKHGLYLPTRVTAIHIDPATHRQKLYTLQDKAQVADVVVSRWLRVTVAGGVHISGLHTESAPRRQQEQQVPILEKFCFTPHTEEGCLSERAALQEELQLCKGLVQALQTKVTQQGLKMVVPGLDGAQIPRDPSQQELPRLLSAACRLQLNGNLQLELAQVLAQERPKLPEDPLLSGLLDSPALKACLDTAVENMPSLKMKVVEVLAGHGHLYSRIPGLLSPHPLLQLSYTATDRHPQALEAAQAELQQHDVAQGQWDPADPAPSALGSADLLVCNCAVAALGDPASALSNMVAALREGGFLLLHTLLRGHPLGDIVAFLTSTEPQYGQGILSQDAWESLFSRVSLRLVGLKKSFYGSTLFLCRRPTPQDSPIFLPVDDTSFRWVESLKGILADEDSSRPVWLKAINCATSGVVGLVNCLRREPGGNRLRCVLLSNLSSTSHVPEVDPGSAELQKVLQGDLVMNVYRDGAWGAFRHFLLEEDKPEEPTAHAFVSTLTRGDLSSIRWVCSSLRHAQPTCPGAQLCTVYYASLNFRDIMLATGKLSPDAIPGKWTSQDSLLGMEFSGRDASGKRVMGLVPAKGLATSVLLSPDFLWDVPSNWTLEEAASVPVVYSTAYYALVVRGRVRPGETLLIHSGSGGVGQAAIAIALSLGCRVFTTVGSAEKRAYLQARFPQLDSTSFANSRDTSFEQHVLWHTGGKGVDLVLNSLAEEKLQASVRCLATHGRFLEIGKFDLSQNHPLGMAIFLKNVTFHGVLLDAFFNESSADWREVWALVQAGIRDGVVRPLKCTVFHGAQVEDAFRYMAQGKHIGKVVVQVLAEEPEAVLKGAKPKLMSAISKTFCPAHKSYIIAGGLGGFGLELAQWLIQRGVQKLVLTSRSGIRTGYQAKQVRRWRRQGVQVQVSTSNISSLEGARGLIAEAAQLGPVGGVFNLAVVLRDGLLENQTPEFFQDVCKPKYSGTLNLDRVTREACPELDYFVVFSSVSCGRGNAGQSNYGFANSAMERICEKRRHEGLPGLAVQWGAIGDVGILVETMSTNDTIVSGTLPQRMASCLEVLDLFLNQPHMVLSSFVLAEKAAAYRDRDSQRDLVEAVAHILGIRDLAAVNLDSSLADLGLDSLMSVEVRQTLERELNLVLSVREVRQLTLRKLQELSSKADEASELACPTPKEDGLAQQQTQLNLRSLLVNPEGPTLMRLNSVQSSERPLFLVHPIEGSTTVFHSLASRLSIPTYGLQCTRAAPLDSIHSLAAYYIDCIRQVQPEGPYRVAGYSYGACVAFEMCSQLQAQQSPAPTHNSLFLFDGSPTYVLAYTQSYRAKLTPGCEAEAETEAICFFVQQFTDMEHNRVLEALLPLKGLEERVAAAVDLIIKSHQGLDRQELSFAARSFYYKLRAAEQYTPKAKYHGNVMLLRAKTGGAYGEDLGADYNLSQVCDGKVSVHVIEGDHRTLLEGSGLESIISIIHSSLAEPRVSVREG
Rin1 Abl inh – inhibitors of Rin1-Abl protein binding, primary screen, biochemical, TR-FRET; hit rate 0.4% among 360,000; Tyrosine-protein kinase ABL1 (Homo sapiens) + Ras and Rab interactor 1 (Homo sapiens), …; inhibition, % at 7.35 µM; AID 588664, 2011; in the data active = inhibition above about 5%, passing the limit was not always enough
eLon inh – inhibitors of E. coli Lon protease, primary screen, biochemical, fluorescence polarization; hit rate 0.42% among 360,000; purified E. coli Lon protease; inhibition, % at 7.94 µM; in the data active = inhibition above about 13%, passing the limit was not always enough;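 note: 0% = enzyme with probe and DMSO and 100% = no enzyme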
MsrA inhibitor – bovine MsrA enzyme inhibitors, primary screen, biochemical, absorbance, HTS; Methionine sulfoxide reductase A (Bos taurus); inhibition, % at 15.5 µM; hit rate 0.75% among 360,000; AID 651718, 2012; purified bovine MsrA, absorbance read-out; in the data active = inhibition above about 4.5%;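 note: 0% = vehicle wells with enzyme and 100% = reference inhibitor wells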
CSN deneddyl inh – inhibitors of CSN-mediated cullin deneddylation, primary screen, biochemical, fluorescence polarization, uHTS; COP9 signalosome complex subunit 5 (Homo sapiens), Q92905; Purified CSN, SCF-Nedd8-OG deneddylation; inhibition, % at 12.5 µM; hit rate 0.38% among 360,000; AID 651999, 2013;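 active = pattern-corrected inhibition above about 35%, with an unprinted fluorescence ratio check between 0.5 and 1.5, limit read from the data, passing the limit was not always enough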;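 note: 0% = enzyme with substrate and 100% = substrate without enzyme; some results filed as inactive read as strong as hits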
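assay system = purified human Csn5 enzyme expressed in HEK293T cells | amount = 0.24 nM enzyme | buffer or medium = Tris/NaCl/DTT buffer, pH 7.5 | reagent = 10 nM SCFSkp2-Nedd8OG | compound = one concentration, 12.5 µM, 0.25% DMSO | times = 90 min reaction at room temperature | signal = FP | read-out basis = % inhibition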
An asterisk follows results filed as active; i = inactive; nt = no result given.

SMILES	PABP1 MLLE inh	MsrA act	MT1-MMP act inh	Rpn11 inh	FAS TE block	Rin1 Abl inh	eLon inh	MsrA inhibitor	CSN deneddyl inh
Nc1ccc(NC2C[C@@H](C(=O)O)NC2=O)cc1 (some centres not stated)	5	-6	-4	i	-8	3	-4	0.3	0
CCC(C)NC(=O)c1ccc2nc(-c3ccc(OC)c(OC)c3)c(-c3ccc(OC)c(OC)c3)nc2c1 (configuration not stated)	-20	-9	0	i	5	1	2	-1.1	5
CC(=O)c1cc2cccc(OC3(C)CCN(Cc4ccc(-c5ccccn5)cc4)C3)c2o1 (configuration not stated)	-15	-1	1	i	5	-4	-6	-1.0	-4
COc1ccccc1/C=C/C(=O)NC1CC2CCC1C2 (configuration not stated)	14	-1	2	i	0	0	-6	1.2	0
COc1cc(C2/C(=C(\O)c3ccc4c(c3)CC(C)O4)C(=O)C(=O)N2CCN2CCOCC2)cc(OC)c1OC (configuration not stated)	2	-7	0	i	-6	-3	-5	1.1	0
C#CCOCCOCCOCCNc1nc(N2CCOCC2)nc(N2CCN(C(=O)[C@H](Cc3cc4ccccc4[nH]3)n3cc([C@@H](N)Cc4ccc(O)cc4)nn3)CC2)n1	1	-2	-2	i	-13	4	-6	0.5	-2
CC1CCCCN1C(=O)CSc1nc(-c2ccccc2)cn1N (configuration not stated)	-6	-2	1	i	-4	2	-4	-0.6	-5
CCOC(=O)Nc1ccc2c(CN3CCN(S(=O)(=O)c4ccccc4)CC3)cc(=O)oc2c1	3	-6	-2	i	9	-1	-3	0.1	6
COc1ccc(C)cc1NC(=O)C1CC(=O)N(Cc2ccco2)C1 (configuration not stated)	-1	-12	-4	i	-5	1	-4	0.1	-4
CC1CC1C(=O)OCC(=O)NC(=O)c1ccc(C(C)(C)C)cc1 (configuration not stated)	3	-7	3	i	-1	5	6	3.0	10
Cc1ccc(Oc2nc(C(F)(F)F)nc3ccccc23)cc1	-4	-3	-1	i	19	-1	-6	-1.0	-1
CC1CN(c2cc(=O)n(-c3ccc(Cl)cc3)c(=O)[nH]2)CC(C)O1 (configuration not stated)	10	-5	3	i	-6	0	-7	0.3	-2

Only eLon inh (3 entries from above):
Molecule | eLon inh
COc1cc(C2/C(=C(\O)c3ccc4c(c3)CC(C)O4)C(=O)C(=O)N2CCN2CCOCC2)cc(OC)c1OC (configuration not stated) | -5
C#CCOCCOCCOCCNc1nc(N2CCOCC2)nc(N2CCN(C(=O)[C@H](Cc3cc4ccccc4[nH]3)n3cc([C@@H](N)Cc4ccc(O)cc4)nn3)CC2)n1 | -6
CC1CCCCN1C(=O)CSc1nc(-c2ccccc2)cn1N (configuration not stated) | -4

More entries:
SMILES	PABP1 MLLE inh	MsrA act	MT1-MMP act inh	Rpn11 inh	FAS TE block	Rin1 Abl inh	eLon inh	MsrA inhibitor	CSN deneddyl inh
Cc1nc(-c2nc(CC(=O)NNC(=O)c3ccc(Cl)cc3)cs2)cs1	6	-4	0	i	-6	3	-3	-1.9	0
COc1cccc(CN2CC(C(=O)N3CCN(C(C)C)CC3)CCC2=O)c1 (configuration not stated)	-8	-10	1	i	-4	4	-5	0.2	1
Cc1ccccc1-n1c(SCC(=O)c2cc(C)n(C)c2C)nnc1-c1cccnc1	-19	2	-1	i	-5	2	1	nt	-2
Cc1noc(C)c1S(=O)(=O)N1CCC(C(=O)Nc2ccccn2)CC1	2	-5	2	i	-6	0	-12	0.7	-4
O=C(CN1CCN(c2ccccc2F)CC1)c1ccc2c(c1)OCO2	10	0	3	i	-3	2	-11	-0.9	2
CC(C)CCNC(=O)C1CCCN(S(=O)(=O)c2ccc3c(c2)CC(C)N3C(=O)C2CC2)C1 (configuration not stated)	7	-2	1	i	4	0	15	-0.5	0
CCCCNS(=O)(=O)c1ccc(S(=O)(=O)n2cnc3ccccc32)cc1	-2	-3	11	i	-6	-3	-8	0.4	-4
Cc1cccc(-n2c(N)c(-c3nc4ccccc4n3C)c3nc4ccccc4nc32)c1	-11	0	-7	i	-1	12*	-33	3.4	-2
CC(C)Sc1ncc(S(=O)(=O)c2ccccc2)c(=O)[nH]1	9	-6	3	i	-6	3	-7	0.0	-5
NS(=O)(=O)c1ccc(N=NN2CCCCC2)cc1	2	-5	0	i	-6	-1	-6	5.3*	-6
CCOC(=O)C1CCN(c2ncnc3c2[nH]c2cccc(OC)c23)CC1	-10	-1	5	i	2	-8	12	2.5	-2
CCN1CCN(S(=O)(=O)c2ccc(Cl)c(C(=O)NCc3nc4ccccc4[nH]3)c2)CC1	-19	-4	4	i	0	4	-4	-0.8	5
Cc1ccc(C(=O)C(OC(=O)c2c(C)cc(=O)oc2C)c2ccccc2)cc1 (configuration not stated)	11	-1	2	i	39	0	8	1.2	0
COc1ccc(CNC(=O)C[C@H]2C[C@H](C(=O)N3CCCCC3)[C@@]3(C)c4[nH]c5cc(-c6ccco6)ccc5c4CCN3C2=O)cc1OC	-13	0	-3	i	6	-5	-1	1.0	9
COC(=O)N1C/C=C\C(c2ccc(OC)cc2)N(Cc2ccc(F)cc2)C(=O)C1 (configuration not stated)	4	0	2	i	-2	2	0	1.5	-3
O=C(OCc1cnc(Cl)s1)c1cccs1	3	-2	3	i	-4	-2	7	1.2	-1
COc1ccccc1OCCOCCOc1c(C)cc(C)cc1Br	-25	-1	-3	i	24	-6	-15	-0.4	-2
CN(C)C(=O)c1cccc(-c2cccc(-c3nc(C(=O)NCc4ccccc4)cc4c3[C@@H](CCO)N(S(=O)C(C)(C)C)C4)c2)c1 (some centres not stated)	-2	-3	-1	i	-1	-1	-7	-1.2	-2
CN(CC(=O)NCC(=O)Nc1ccc(F)c(F)c1F)C1CCS(=O)(=O)C1 (configuration not stated)	-12	-4	-4	i	-8	1	-7	0.8	-2
COc1cc(OC)cc(C(=O)N/N=C2/SCC(=O)N2Cc2ccco2)c1	5	0	24	i	-4	-3	-4	-0.6	0
COc1cc(-c2nnn(CC#N)n2)ccc1OCc1ccccc1	-1	-5	0	i	10	7	2	-0.4	-3
COc1cc(-c2cc3nc(NCc4cccs4)ccn3n2)cc(OC)c1OC	13	-1	11	i	12	-3	-3	0.3	4
C=CCN(c1ccccc1)S(=O)(=O)c1cccc(C(=O)NNC(=O)c2ccncc2)c1	5	-3	1	i	-5	-1	-20	-0.7	-3
COc1cccc(CCc2nnc(CCC(=O)N3CCN(Cc4ccccn4)CC3)o2)c1	7	-2	1	i	-2	1	-3	-0.2	-1
O=C(Nc1ccc(O)c2c(=O)cc(-c3ccccc3Cl)oc12)c1cccc(Cl)c1	5	-11	3	i	3	1	-4	-1.0	-7
COc1ccc(C(=O)C[n+]2cccc(C)c2)cc1	1	-3	-1	i	-9	-2	1	0.0	-7
Nc1nn(S(=O)(=O)c2ccccc2)cc1-c1cccc([N+](=O)[O-])c1	10	-3	-4	i	24	3	2	1.4	-7
Cc1ccc(NC(=O)c2cc(C)on2)cc1	19	0	4	i	-5	4	3	-1.2	-3
COc1ccc(C(=O)Oc2cc(N)n(S(=O)(=O)c3ccccc3)n2)cc1	9	-2	5	i	1	1	1	-0.1	-3
COc1ccc(C2CC(=O)Nc3cc(OC)c(OC)cc32)cc1 (configuration not stated)	0	-3	1	i	-7	1	-18	0.0	-3
COc1ccc(-c2cc(-n3c(C(F)(F)F)nc4ccccc43)n(CCC#N)n2)cc1	4	-14	-7	i	16	5	5	-0.2	-1
CN1CCC(NC(=O)Nc2cccc(C(F)(F)F)c2)CC1	12	-11	2	i	-10	-2	-7	0.1	-2
COc1cc(OC)c(OC)cc1/C=N/n1c(C)nc2ccccc2c1=O	-11	-3	4	i	-15	-3	-12	2.2	7
Cc1nc2ccc(-c3nc4ccccc4[nH]3)cc2[nH]1	1	0	13	i	10	0	5	1.6	1
Cc1nc2ccccc2cc1C(=O)N/N=C/c1cccs1	3	-11	-1	i	0	-4	0	2.9	-5
Cc1[nH]n(-c2nc(-c3cccc([N+](=O)[O-])c3)cs2)c(=O)c1C	23	0	8	i	24	-1	0	0.0	-5
C#CCN1C(=O)C(O)(CC(=O)/C=C/C=C/c2ccccc2)c2ccccc21 (configuration not stated)	3	-2	-13	i	1	2	2	1.4	5
O=C(COC(=O)Cn1cnc2ccccc21)NCCc1ccccc1	-12	-1	3	i	-12	0	-6	-0.4	5
Cc1ccc(-c2ccc(SCC(=O)NC3CCCC3)nn2)cc1	2	-8	2	i	-6	-1	6	0.9	4
CC(C)C[C@H]1CNC(=S)N1CC1CCCN1C[C@H](CC(C)C)N1C[C@H](Cc2ccccc2)N(CC2CCCCCC2)C1=S (some centres not stated)	8	-5	-5	i	-62	-4	-10	-0.4	4
COc1ccc(N2CCN(C(=O)COC(=O)c3cccc(S(=O)(=O)Nc4ccccc4OC)c3)CC2)cc1	-3	0	-2	i	15	4	0	-0.6	-4
O=C(CSc1nnc(Nc2ccccc2)s1)Nc1cccc(S(=O)(=O)N2CCCCC2)c1	-1	-1	-9	i	12	-3	-3	1.1	-18
CC(C)NC(=O)CN1C(=O)C(=O)c2ccccc21	2	-1	-8	i	-6	-2	-5	0.3	-2
CCCS(=O)(=O)N1CCN(c2ccccc2F)CC1	-2	-4	-6	i	-2	2	1	0.3	4
CCN(CC)c1cccc(OCC(=O)N(C)CCC#N)c1	-34	0	39	nt	-6	-5	-61	1.0	18
Cc1ccc(C(=O)NCC(=O)Nc2ncccc2C)s1	4	-13	3	i	-7	3	7	-1.3	0
Cc1ccc(NC(=O)COC(=O)CCCC2=NS(=O)(=O)c3ccccc3N2)cc1C	5	-2	-7	i	1	0	-1	-0.2	4
COc1ccc([N+](=O)[O-])cc1/C=N/NC(=O)Cc1ccccc1	0	0	0	i	28	0	9	1.3	-8
O=C(/C=C/NCc1cccnc1)C(F)(F)C(F)(F)F	11	1	-5	i	-3	-4	4	-0.8	-10
S=c1[nH]nc(-c2cc(-c3ccccc3)n[nH]2)n1/N=C/C=C/c1ccccc1	-36	0	7	i	5	2	-6	-0.2	3
COc1ccc(CNCCCC(=O)Nc2c(Cl)ccc(C)c2Cl)cc1OC	-9	-5	2	i	0	4	-1	-0.2	3

As entered above.
`C#CCN1C(=O)C(O)(CC(=O)/C=C/C=C/c2ccccc2)c2ccccc21` (configuration not stated) – CSN deneddyl inh = 5
`COc1ccc(N2CCN(C(=O)COC(=O)c3cccc(S(=O)(=O)Nc4ccccc4OC)c3)CC2)cc1` – Rin1 Abl inh = 4
`O=C(/C=C/NCc1cccnc1)C(F)(F)C(F)(F)F` – MsrA inhibitor = -0.8

Compounds were not picked by outcome. About 3.7% of those tested had a hit in this group.
